Source: PubChem BioAssay (National Center for Advancing Translational Sciences (NCATS))
TR SRC2 fluor cs = counter-screen for TRb-SRC2 inhibitors: fluorescence interference | TRb/SRC2 Texas Red total fluorescence interference | Potency, µM (top dose mostly 106 µM), for inactives: top-dose fluorescence change, negative = quenching | 280,000 tested, 0.29% active; active means well fitted curve in either direction with a large enough effect; inconclusive means small, poorly fitted or top-dose-only effect; further: potency means the concentration at half of the fitted maximal effect; on the % scale 0 is the no-effect control and ±100 the full control effect
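Human TRb ligand-binding domain at 0.6 uM with 20 nM Texas Red SRC2 peptide in Tris buffer containing 1 uM T3 and 5% DMSO, incubated with compound 5 h at ambient temperature. Total fluorescence (555/632 nm) calculated as parallel + 2 × perpendicular.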
TRb SRC2 PPI = inhibitors of human thyroid hormone receptor beta-SRC2 interaction; TRbeta-SRC2 peptide binding, fluorescence polarization; receptor liganded with 1 µM T3; 280,000 tested, 0.065% active; Potency, µM (highest dose often 106 µM), without a hit: top-dose activity change, negative = inhibition, actives largely listed as inhibitors;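 further: potency means the concentration at half of the fitted maximal effect; plate controls were bound peptide for no effect and peptide without receptor for full effect; nearly all actives have a fitted effect of over 50% in size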
Target sequence (P10828 whole entry, looked up): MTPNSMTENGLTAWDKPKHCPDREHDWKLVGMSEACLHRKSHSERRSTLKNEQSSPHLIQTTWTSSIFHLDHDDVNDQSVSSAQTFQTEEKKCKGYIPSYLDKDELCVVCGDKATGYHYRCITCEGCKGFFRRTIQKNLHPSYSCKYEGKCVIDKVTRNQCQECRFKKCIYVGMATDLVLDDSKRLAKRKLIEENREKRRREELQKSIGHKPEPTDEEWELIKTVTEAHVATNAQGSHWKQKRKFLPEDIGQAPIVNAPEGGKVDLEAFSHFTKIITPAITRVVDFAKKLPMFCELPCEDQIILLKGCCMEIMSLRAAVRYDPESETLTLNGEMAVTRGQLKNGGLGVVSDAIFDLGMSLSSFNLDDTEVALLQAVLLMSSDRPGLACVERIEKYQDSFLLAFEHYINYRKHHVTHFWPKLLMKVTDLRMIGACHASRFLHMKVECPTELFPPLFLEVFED
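Read-out is fluorescence polarization (555 nm excitation, 632 nm emission) of a Texas Red SRC2 coactivator peptide; loss of signal reflects blocked binding to human TRb ligand-binding domain in the presence of 1 uM T3.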
Epigenetic derep = regulators of epigenetic silencing causing reporter derepression in mouse cells; AID 1865; Potency, µM (series often up to 53.9 µM), for inactives: at the highest dose GFP activation, usual class: activators; murine LDR cells, GFP reporter derepression, 30 h; 280,000 tested, 0.2% active; further: potency means the concentration at half of the fitted maximal effect; % of control where 0% means no effect; nearly all actives have a fitted effect of over 60% in size
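Murine LDR cells carrying a silenced, genomically integrated CMV-driven GFP reporter were exposed to compound for 30 hours at 37 C. After PBS washes, GFP-positive cells (20–120 um objects) were counted by laser-scanning microplate cytometry.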
Tau fluor cs = counter-screen for tau fibril formation inhibitors. tau K18 P301L Alexa594 fluorescence, heparin fibrillization. Potency, µM (highest dose often 57.7 µM), for inactives: top-dose activity change, negative = decrease. 280,000 tested, 0.93% active; further: potency means the concentration at half of the fitted maximal effect; on the % scale 0 is the no-effect control and ±100 the full control effect; nearly all actives have a fitted effect of over 55% in size
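Human tau K18 P301L (15 uM unlabeled, 0.24 uM Alexa 594-labeled) in 100 mM sodium acetate pH 7 with 20 uM heparin, 6 hr at 37 C. ThT 30 uM added, 1 hr ambient; Alexa 594 FP and total fluorescence read at 555/632 nm.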
GLA spleen mod = inhibits or activates alpha-galactosidase in human spleen homogenate | P06280 | human spleen homogenate, 4MU-alpha-Gal fluorescence, 40 min | Potency, µM (top dose mostly 80 µM), for inactives: top-dose activity change, negative = inhibition, usual class: inhibitors | 240,000 tested, 0.008% active | AID 2107;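 further: potency means the concentration at half of the fitted maximal effect; 0% = enzyme with vehicle and -100% = no enzyme basal signal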
Target sequence (P06280 32-429 limits assumed): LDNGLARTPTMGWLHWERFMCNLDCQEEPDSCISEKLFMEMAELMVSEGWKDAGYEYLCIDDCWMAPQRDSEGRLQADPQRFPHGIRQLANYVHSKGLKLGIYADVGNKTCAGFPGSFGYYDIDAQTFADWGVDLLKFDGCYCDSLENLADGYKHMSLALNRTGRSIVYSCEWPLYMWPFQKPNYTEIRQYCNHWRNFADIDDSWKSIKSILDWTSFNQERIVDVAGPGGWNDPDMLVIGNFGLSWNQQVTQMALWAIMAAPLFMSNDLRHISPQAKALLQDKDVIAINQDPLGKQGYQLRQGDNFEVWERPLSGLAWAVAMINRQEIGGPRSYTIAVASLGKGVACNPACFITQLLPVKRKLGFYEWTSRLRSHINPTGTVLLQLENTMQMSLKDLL
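Spleen homogenate 1 ug + cpd (titration) + 4-MU-alpha-D-galactopyranoside 1 mM; 37C 40 min; 50 mM citrate/phosphate pH 5.0, 0.01% Tween-20; stop pH 10; fluorescence 365/440; AC50 via Hill.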
CBFb-RUNX1 inh = blocks binding between human CBF-beta and RUNX1; AlphaScreen CBFb-His/RUNX1-biotin binding, biochemical; Potency, µM (highest dose often 59.8 µM), without a hit: at the highest dose activity, negative = inhibition, actives largely listed as inhibitors; 230,000 tested, under 10 active; further: % of control where 0% means no effect
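Read-out: AlphaScreen. Format: His-CBF-beta with biotinylated RUNX1 (30 nM each) preincubated 20 min, compound 15 min, Ni-chelate plus streptavidin beads 90 min; room temperature throughout.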
NPSR antagonist = blocks cAMP signaling of the human neuropeptide S receptor; CHO-NPSR cells, cAMP TR-FRET, antagonist mode; Potency, µM (series often up to 38.3 µM), for inactives: at the top dose activity change, negative = inhibition, most hits filed as inhibitors; 220,000 tested, 1% active; AID 1461; further: potency means the concentration at half of the fitted maximal effect; on the % scale 0 is the no-effect control and ±100 the full control effect; nearly all actives have a fitted effect of over 50% in size; many of its hits are not listed in these tables
Tau FP inhib = inhibitors of human tau fibril formation; Potency, µM (highest dose often 57.7 µM), without a hit: top-dose activity, negative = inhibition, most hits filed as inhibitors; K18 P301L tau heparin fibrillization, Alexa594 FP, 6 h; 280,000 tested, 0.39% active; P10636; further: potency means the concentration at half of the fitted maximal effect; on the % scale 0 is the no-effect control and ±100 the full control effect; nearly all actives have a fitted effect of over 55% in size
Target sequence (P10636 561-689 P618L limits assumed): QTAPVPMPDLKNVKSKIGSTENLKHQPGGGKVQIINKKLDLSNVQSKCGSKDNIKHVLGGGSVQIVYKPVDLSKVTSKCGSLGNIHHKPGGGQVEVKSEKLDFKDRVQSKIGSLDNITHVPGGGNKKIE
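Steps: dispense K18 P301L tau (15 uM plus 0.24 uM Alexa 594 tracer, final) in pH 7 sodium acetate; add compound; add heparin (20 uM final); incubate 6 hr, 37 C; add ThT (30 uM final); after 1 hr ambient, read FP.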
* = called active by the depositor; ? = inconclusive; / = no result given; [ ] = another dose, or the depositor's remark. Unless noted, the call rests on the fitted dose curve; in most records, active means well fitted curve in the direction sought with a large enough effect; inconclusive means small, poorly fitted or top-dose-only effect, or another doubt; inactive means no such curve, though single readings can be large; an effect the other way counts as inactive or inconclusive. These rows are one share of the data; the hit share may differ from the screen's.

compound | TR SRC2 fluor cs | TRb SRC2 PPI | Epigenetic derep | Tau fluor cs | GLA spleen mod | CBFb-RUNX1 inh | NPSR antagonist | Tau FP inhib
Cc1ccc2nc(CSc3nnc4ccccn34)cc(=O)n2c1 | 0% | 2% | -1.3% | -5% | 6% | 1% | 11% | -1%
CCOC(=O)c1c(C)[nH]c(C(=O)CSc2nnnn2-c2ccc(C)cc2)c1C | 2% | 6% | -1.3% | -9% | -1% | 10% | -9%[46.1 µM] | -2%
CC(=O)c1sc(NC(=O)C(C)(C)C)nc1C | 0% | -14% | -1.0% | -3% | -2% | -2% | -1% | -6%
Cc1cc(N/N=C/c2ccncc2)nc2ccccc12 | -1% | -6% | 1.1% | -14% | -3% | 5% | -12% | 1%
COc1ccccc1NC(=O)c1sc2nc3c(cc2c1N)CCCCCC3 | -2% | 13% | 3.9% | ? | / | / | / | -9%
CNC(=O)COC(=O)c1ccccc1NC(=O)c1ccco1 | -3% | 1% | 0.4% | -17% | -4% | -3% | 1% | -10%
Cc1cc(S(=O)(=O)NCC(c2ccccc2)c2ccccc2)ccc1-n1cnnn1 | 1% | -25% | -0.9% | -17% | 11% | -7% | ? | 11%
CCCCn1c(SCC2CCCO2)nc2cc(S(N)(=O)=O)ccc21 (stereo not given) | -3% | -3% | -0.1% | -3% | 1% | -1% | -9%[46.1 µM] | -2%
CCCCNC(c1ccccc1)c1ccncc1 (stereo not given) | 1% | -7% | 1.4% | -2% | 8% | 0% | -4%[46.1 µM] | ?
Cc1cc(N2C(=O)CC(Cc3ccccc3)C2=O)no1 (stereo not given) | -1% | -2% | 4.0% | -5% | 6% | 15% | -7%[46.1 µM] | 3%
COCCn1cnc2c(c1=O)c1nc3ccccc3nc1n2/N=C/c1ccc(OC)c(OC)c1 | -8% | 6% | ? | -11% | 2% | 1% | 41% | -12%
CCCN(c1ccc(C(C)C)cc1)S(=O)(=O)c1ccc2c(c1)CCN2C(=O)CC | -1% | -7% | -2.8% | 2% | / | / | / | -8%
COCCOC(=O)c1c(C)oc2cc(Br)c(OCC(N)=O)cc12 | 5% | -15% | -3.0% | 2% | 0% | 0% | 10% | 11%
CC(C)COc1ccc(C(=O)N2CCN(CCc3ccncc3)CC2)cc1 | -31% | -1% | -3.2% | -2% | / | / | / | -9%
CCc1noc(C)c1C(=O)Nc1sc(C(=O)N(C)C)c(C)c1C(=O)OC | 2% | -4% | -0.2% | -5% | -7% | 1% | -14%[46.1 µM] | -4%
O=S(=O)(Nc1ccc(N2CCCCC2)cc1)c1cccc2cccnc12 | -7% | -4% | 0.0% | -24% | -11% | -2% | -3%[46.1 µM] | 10%
CCOC(=O)C1(CCCc2ccccc2)CCN(CC(O)CO)CC1 (stereo not given) | -4% | -3% | 1.1% | -13% | -8% | 5% | -23% | 3%
COc1ccc(-c2[nH]ncc2CNCC(C)(C)N2CCOCC2)cc1F | -1% | 0% | -1.1% | -7% | -3% | 8% | 14% | -9%
COc1ccc2c(c1)C(=O)c1ccccc1CO2 | 0% | -15% | -2.9% | -14% | 14% | 15% | -5%[46.1 µM] | -8%
CCN(CC)CCNCc1ccc(-c2ccc(Cl)cc2)o1 | -1% | -8% | ? | 4% | -21% | -3% | 6%[46.1 µM] | 8%
Cc1ccc(NC(=S)C2=C(O)c3ccccc3N(C)S2(=O)=O)cc1 | 0% | -2% | 3.5% | -13% | -1% | 4% | -12%[46.1 µM] | -8%
Cn1cnc([N+](=O)[O-])c1SCCO | -2% | -7% | 3.7% | -13% | -1% | 14% | 25% | -9%
Cc1cc(-c2ccc(S(=O)(=O)Nc3ccccc3C)cc2)on1 | -2% | 7% | -0.1% | -18% | / | / | / | -6%
COc1ccc(C(=O)OCC(=O)NCC2CCCO2)cc1S(=O)(=O)N1CCCc2ccccc21 (stereo not given) | -1% | -2% | -3.0% | -7% | -22% | 8% | -7% | -1%
CC1(C)CC(=O)C2=C(C1)OC(N)=C(C#N)C21C(=O)N(CN2CCOCC2)c2ccccc21 (stereo not given) | -1% | 5% | 0.0% | 3% | 4% | -1% | 8%[46.1 µM] | -7%
COc1ccc(C)cc1NC(=O)CCS(=O)(=O)c1ccc2c(c1)CC(=O)N2C | 2% | -9% | 2.4% | -6% | / | / | / | -2%
O=C(Nc1nnc(-c2ccc(Cl)cc2)o1)c1ccccc1Br | 2% | 5% | -4.6% | -9% | -3% | -6% | -11%[46.1 µM] | -3%
O=Cc1ccc(O)c(O)c1 | -3% | 0% | -6.6% | -9% | -28% | 3% | -24% | -8%
O=C(NNC(=O)c1ccc(Oc2ccc(C3SCCS3)cc2)o1)c1ccc(Cl)cc1 | -4% | 8% | 2.1% | -7% | -8% | -4% | -26% | -13%
COc1ccc(Cl)cc1NC(=O)c1cnc(N2CCCCC2)c2ccccc12 | 2% | -2% | 0.0% | -25% | / | / | / | ?
Cc1ccc(NC(=O)Cn2c(=O)n(CCCCC(=O)NCCc3ccccc3)c(=O)c3ccccc32)c(C)c1 | 0% | -1% | -0.9% | 0% | / | / | / | -10%
CCOc1ccc(N(CC(=O)Nc2ccc(OC)cc2)S(=O)(=O)c2c(C)[nH]c(=O)[nH]c2=O)cc1 | -1% | 1% | 0.1% | -10% | 1% | 7% | 0% | -10%
COc1ccc(NC(=O)CSc2nncs2)cc1OC | -1% | 2% | -1.1% | -9% | -1% | -2% | 0%[46.1 µM] | 0%
O=C(COc1ccc([N+](=O)[O-])cc1)Nc1nc2c(s1)CCCC2 | ? | -8% | -3.2% | -6% | / | / | / | 5%
CCc1nn(CCCC(=O)NCc2cc(Br)ccc2OC)c(=O)c2cc3occc3n12 | 0% | 0% | 0.0% | -13% | / | / | / | 3%
COCC1CCCCN1Cc1cn[nH]c1-c1ccc2cc(OC)ccc2c1 (stereo not given) | -4% | -8% | 2.1% | -18% | -11% | 10% | -2% | -4%
CCOc1ccccc1CNC(=O)Cn1nc(N2CCN(c3ccccc3)CC2)ccc1=O | -1% | 4% | -5.1% | -13% | / | / | / | 2%
CCCOc1ccc(CNC(=S)NCc2ccc(OC(C)C)cc2)cc1 | 1% | 3% | 0.0% | -9% | 6% | 8% | -2% | -12%
C/C(=N/NC(=O)c1ccc2c(c1)OCO2)c1ccc(NC(=O)C(F)(F)F)cc1 | 10% | -8% | -1.1% | -2% | -4% | 2% | 16% | -3%
COC(=O)Cc1cc(=O)oc2c(C)c(O)ccc12 | 0% | -3% | -0.9% | -6% | ? | 8% | 8%[46.1 µM] | 3%
COc1ccc(-n2c(CNc3ccc(C)cc3)nnc2SCc2ccccc2)cc1 | 1% | 14% | 0.0% | 3% | -3% | -4% | -42% | -3%
Cc1cc2cc(CN(Cc3nnnn3C3CCCCC3)CC3CCCO3)c(=O)[nH]c2cc1C (stereo not given) | 4% | 7% | -0.4% | 9% | 4% | 5% | -19%[46.1 µM] | 1%
CC(=O)c1ccc(NC(=O)c2nn(C)c3c2COc2ccccc2-3)cc1 | 0% | -7% | -2.4% | -24% | / | / | / | ?
CCOc1cc(/C=N/NC(=O)Cn2nc([N+](=O)[O-])cc2C)cc(Br)c1OCc1ccccc1C | 1% | 5% | 1.5% | ? | 4% | -2% | -13%[46.1 µM] | ?
C/C(CC(=O)Nc1cc(Cl)ccc1Cl)=N\NC(=O)c1ccccc1Br | 1% | -8% | 10% | -13% | -5% | 6% | -7% | -6%
COc1cccc(-c2c3c([nH]c(=O)c2C#N)CCc2cc(OC)ccc2-3)c1 | -3% | 5% | -1.0% | -21% | 4% | 5% | -7% | -8%
Cc1nnc(N2CCCC(C(=O)Nc3cc(F)ccc3F)C2)c2nn(-c3ccccc3)c(C)c12 (stereo not given) | -2% | 2% | 6.1% | 1% | / | / | / | -2%
CC(O)[C@H]1CNC(=O)C(=O)N1CCC12CC3CC(CC(C3)C1)C2 (stereo not given in full) | -2% | -1% | -4.7% | -6% | -2% | 14% | 17% | 8%
O=C(CCCCCn1c(=S)[nH]c2ccc(N3CCOCC3)cc2c1=O)NCc1ccccc1Cl | 0% | 0% | ? | -22% | -7% | -8% | -54% | -3%
CCOC(=O)c1[nH]c2ccccc2c1NC(=O)c1cc(OC)cc(OC)c1 | -3% | 1% | -1.3% | ? | / | / | / | ?
CCOC(=O)c1cccc(NC(=S)N2CCN(c3ncc4c(=O)c(C(=O)O)cn(CC)c4n3)CC2)c1 | -3% | -1% | -1.8% | 3% | 8% | -2% | -22% | 2%
CCCCNc1ncnc2c1cnn2-c1ccc(Cl)cc1 | -2% | 2% | 0.9% | -13% | -6% | 11% | -10%[46.1 µM] | -5%
CCOCCCNC(=O)c1cc2c(-c3ccc(OC)c(OC)c3)nn(C)c2s1 | -5% | -5% | -0.2% | ? | / | / | / | -4%
O=C(Nc1ccccc1)OCCN1CCN(Cc2ccccc2)CCC1=O | -1% | 2% | -0.2% | -6% | 3% | 1%[2.36 µM] | -1% | 9%
CCc1c(O)nc(N2CCN(Cc3ccccc3)CC2)[nH]c1=O | 0% | 7% | 3.8% | -1% | 6% | 2% | -1%[46.1 µM] | -1%
COc1ccccc1NS(=O)(=O)c1cccc(C(=O)N/N=C/c2ccc(NC(C)=O)cc2)c1 | 1% | -3% | 1.1% | 0% | 4% | -4% | -3% | -7%
O=C(CSc1nccc(-c2cccs2)n1)Nc1cccc(Cl)c1 | 3% | 11% | -1.4% | ? | 1% | 2% | -5%[7.67 µM] | ?
Nc1c(C(=O)NCc2ccc3c(c2)OCO3)nnn1CC(=O)Nc1ccc(Br)cc1 | -2% | 0% | ? | 0% | / | / | / | -14%
Cc1ccc(NC(=O)C(=O)NCC(c2ccc3c(c2)OCO3)N2CCN(C)CC2)c(C)c1 (stereo not given) | -7% | 7% | 0.0% | 3% | / | / | / | 11%
